Screening results: PubChem BioAssay, Sanford-Burnham Center for Chemical Genomics
ATG4B inh: ATG4B protease inhibitors, primary screen, biochemical, fluorescence, uHTS; Cysteine protease ATG4B (Homo sapiens), Q9Y4P1; ATG4B cleavage of LC3-PLA2, NBD-HPC fluorescence, 1 h; inhibition, % at 8.33 µM; actives 0.51% (n = 340,000); AID 504462, 2011; in the data active = inhibition above about 40%
mIAP act: activators of mouse IAP, primary screen, biochemical, luminescence, uHTS; actives 0.24% (n = 330,000); intestinal alkaline phosphatase [Mus musculus]; muIAP, CDP-Star luminescence, 30 min; stronger effect = higher value; 1 = vehicle-only enzyme signal, 0 = enzyme-free wells; AID 2805, 2010; activation factor at 10 µM;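 active = activation factor of at least 2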; note: the source names both 10 and 20 µM as test concentration; values of inactives mirror those of a sister screen read the other way
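System: mouse IAP enzyme. Reagent: CDP-Star chemiluminescent phosphatase substrate. Benchmarks: DMSO wells, no-enzyme wells. Times: 30 min enzyme-substrate-compound incubation at room temperature. Detection: luminescence from enzymatic CDP-Star hydrolysis. Doses: test compounds delivered from DMSO solution.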
hIAP act: human IAP activators, primary screen, biochemical, luminescence, uHTS; Intestinal-type alkaline phosphatase (Homo sapiens), P09923; purified human IAP, CDP-Star luminescence, 30 min; stronger effect = higher value; 1 = vehicle-only enzyme, 0 = enzyme-free background; activation factor at 10 µM; actives 0.16% (n = 330,000); AID 2524, 2010;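 active = activation factor of the enzyme at least 2-fold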; note: the source names both 10 and 20 µM as test concentration; values of inactives mirror those of a sister screen read the other way
Target sequence (P09923 whole entry, looked up): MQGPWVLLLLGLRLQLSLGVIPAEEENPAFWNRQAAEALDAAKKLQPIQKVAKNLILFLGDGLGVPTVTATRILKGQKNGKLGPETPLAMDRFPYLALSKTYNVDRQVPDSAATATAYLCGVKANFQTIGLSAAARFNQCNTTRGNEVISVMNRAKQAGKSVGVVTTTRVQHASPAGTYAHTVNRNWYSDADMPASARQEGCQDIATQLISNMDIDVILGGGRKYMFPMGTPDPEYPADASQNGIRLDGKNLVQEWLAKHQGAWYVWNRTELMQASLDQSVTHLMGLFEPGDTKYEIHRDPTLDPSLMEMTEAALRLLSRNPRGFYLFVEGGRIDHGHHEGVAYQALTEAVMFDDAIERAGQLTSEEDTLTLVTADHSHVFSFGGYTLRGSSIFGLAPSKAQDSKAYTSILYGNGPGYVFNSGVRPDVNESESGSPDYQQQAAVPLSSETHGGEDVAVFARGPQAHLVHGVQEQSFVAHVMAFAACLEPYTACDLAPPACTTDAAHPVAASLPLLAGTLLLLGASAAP
APOBEC3G inh: APOBEC3G DNA deaminase inhibitors, primary screen, biochemical, fluorescence, single-stranded DNA substrate, uHTS | DNA dC->dU-editing enzyme APOBEC-3G (Homo sapiens), Q9HC16 | recombinant A3G, ssDNA deamination FAM/TAMRA fluorescence | inhibition, % at 20 µM | actives 0.28% (n = 330,000) | AID 493012, 2011;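 active = inhibition of at least 40% at 20 µM, with no more than 30% in the related APOBEC3A deaminase screen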;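 note: plate controls were DMSO wells with A3G for no effect and wells lacking A3G enzyme for full effect; some compounds called inactive have numbers as strong as hits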
Target sequence (Q9HC16 whole entry, looked up): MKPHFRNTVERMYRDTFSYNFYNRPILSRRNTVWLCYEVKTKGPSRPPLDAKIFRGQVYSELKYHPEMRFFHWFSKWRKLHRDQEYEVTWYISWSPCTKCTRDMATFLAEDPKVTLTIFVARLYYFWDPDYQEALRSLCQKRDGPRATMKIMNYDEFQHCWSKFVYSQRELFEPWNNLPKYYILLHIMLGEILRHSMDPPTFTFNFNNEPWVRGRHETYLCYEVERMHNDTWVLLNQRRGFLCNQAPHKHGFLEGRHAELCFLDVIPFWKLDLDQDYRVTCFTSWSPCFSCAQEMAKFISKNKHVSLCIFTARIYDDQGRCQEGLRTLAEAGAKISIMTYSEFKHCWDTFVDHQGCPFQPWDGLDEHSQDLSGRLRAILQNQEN
hIAP inh: human IAP inhibitors, primary screen, biochemical, luminescence, uHTS; Intestinal-type alkaline phosphatase (Homo sapiens), P09923; purified IAP, CDP-Star luminescence, 30 min; inhibition, % at 10 µM; actives 0.12% (n = 330,000); AID 2544, 2010;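 active = inhibition reaching a set limit with compound at 10 µM in the primary screen, cut at about 35% in these data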;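 note: plate controls were DMSO wells with enzyme for no effect and no-enzyme buffer wells for full effect; values of inactives mirror those of a sister screen read the other way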
MIN6 prolif: inducers of MIN6 beta-cell proliferation, primary screen, ATP luminescence, uHTS | proliferation, % at 10 µM | AID 2380, 2010 | actives 0.29% (n = 330,000) | MIN6 cells proliferation, ATPlite luminescence, 48 h; cells starved in 0.2% serum; 100% = growth in 10% serum;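 active = compounds whose signal lies at least 3.5 SD above the mean of all wells on their plate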;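 note: 0% = DMSO-treated cells in low-serum medium and 100% = 10% serum control; some compounds called inactive have numbers as strong as hits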
mIAP inh: inhibitors of mouse IAP, primary screen, biochemical, luminescence, uHTS | purified mouse IAP, CDP-Star luminescence, 30 min | actives 0.2% (n = 330,000) | intestinal alkaline phosphatase [Mus musculus] | inhibition, % at 10 µM | AID 2806, 2010;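 active = inhibition of at least 40% at 10 µM in the primary screen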;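 note: plate controls were DMSO with enzyme for no effect and no enzyme wells for full effect; values of inactives mirror those of a sister screen read the other way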
APOBEC3A inh: APOBEC3A ssDNA deaminase inhibitors, primary screen, selectivity assay for APOBEC3G inhibitor project, biochemical, FAM/TAMRA oligo cleavage fluorescence. actives 0.41% (n = 330,000). inhibition, % at 20 µM. DNA dC->dU-editing enzyme APOBEC-3A (Homo sapiens), P31941. recombinant A3A, FAM/TAMRA ssDNA deamination fluorescence. AID 493011, 2011;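 active = at least 40% inhibition at 20 µM here, with at most 30% in a related deaminase screen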;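 note: plate controls were A3A with DMSO for no effect and wells lacking A3A enzyme for full effect; some results filed as inactive read as strong as hits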
MPTP block: mitochondrial permeability transition pore inhibitors, primary screen, biochemical, isolated mouse mitochondria, absorbance | Ca2+ swelling absorbance, 30 min | inhibition, % at 10 µM | actives 1.4% (n = 360,000) | AID 602449, 2012;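 active = inhibition of 50% or more, scaled per plate between neutral and stimulator controls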;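 note: 0% = DMSO wells given calcium and 100% = 1 mM EGTA wells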
* marks the source's active call; other numbers are inactive results; . = no result given.

compound	ATG4B inh	mIAP act	hIAP act	APOBEC3G inh	hIAP inh	MIN6 prolif	mIAP inh	APOBEC3A inh	MPTP block
CCN(CC)C(=O)[C@H]1C[C@H](CC(=O)NCc2ccc(OC)c(OC)c2)C(=O)N2CCc3c([nH]c4cc(-c5ccco5)ccc34)[C@]12C	-23	1.1	.	5	.	.	-13	3	-0.2
O=C(Oc1cccnc1)c1ccc(Cl)c(Cl)c1	9	1	0.89	-3	11	-1	-2	-1	0.4
CC1CCCCN1S(=O)(=O)CCNC(=O)c1ccccc1 (configuration not stated)	0	0.91	0.84	-5	16	1	9	-2	-2.3
Cc1ccc(-c2csc(N)n2)s1	-6	0.32	0.77	19	23	-3	68*	-5	2.6
C(/C=C/c1ccccn1)=C\c1ccccc1	2	0.88	0.93	0	7	-3	12	1	1.5
CCN(CC(=O)Nc1ccc(NC(C)=O)cc1)C(=O)CCCN1C(=O)c2ccccc2C1=O	5	0.96	0.94	-8	6	2	4	8	-1.0
O=C(COC(=O)c1cc(=O)c2ccccc2o1)NC1CCCCC1	-9	1	0.97	-7	3	1	-4	-4	-1.6
COc1ccc(N2CCN(C(=S)Nc3ccc(S(N)(=O)=O)cc3)CC2)cc1	-16	0.88	0.93	12	7	1	12	-4	-0.9
O=C(NNS(=O)(=O)c1ccc(F)cc1)c1cnn(-c2ccccc2)c1C(F)(F)F	-11	0.95	0.87	-9	13	4	5	-1	7.4
CC1=C(C(=O)OC(C)C)C(c2ccc(C)o2)NC(=O)N1 (configuration not stated)	1	0.96	1	-4	-2	1	4	-1	0.2
C#Cc1ccc([C@@H]2C=C(C(=O)N3CCN(Cc4ccccc4)CC3)O[C@H](OCC)[C@H]2CCCO)cc1	-6	1	1	-4	-4	-3	-3	-3	-0.5
COc1ccccc1N1CCNC(C)C1=O (configuration not stated)	-1	1	1	-3	-2	-1	-2	-4	-0.3
CCOC(=O)C(=O)NNc1ccc(C)cc1	6	0.92	1.1	-6	-10	0	8	1	-1.5
CC(=O)NCCc1c[nH]c2ccc(OCC(O)CNC(C)(C)C)cc12 (configuration not stated)	4	1.2	1	-6	-3	-1	-15	-5	0.9
CCc1nnc(NC(=O)CSc2nc(SC)ns2)s1	-2	1	0.9	-7	10	-3	0	-3	1.0
O=C(NNC(=O)c1ccc(S(=O)(=O)N2CCCCC2)cc1)c1ccc(F)cc1	-3	0.98	1.1	-3	-15	0	2	0	2.6
COc1ccc(-c2csc(NCCn3c(C)nc4cc(C(F)(F)F)ccc43)n2)cc1	-10	0.92	0.96	-7	4	-5	8	-5	0.8
CS(=O)(=O)Nc1ccc(C2=NN(S(C)(=O)=O)C(c3ccc4c(c3)OCO4)C2)cc1 (configuration not stated)	0	0.93	1	-4	-2	0	7	-2	2.0
O=C1OC(/C=C/c2ccc(Cl)cc2Cl)=NC/1=C\c1cccs1	16	0.89	0.85	0	15	-4	11	1	-0.2
COc1ccc(NC(=O)c2oc3ccccc3c2NC(=O)c2ccco2)c(OC)c1	-1	0.97	0.72	-5	28	-1	3	-2	1.4
CC(C)CCNC(=O)CN(C(=O)CCC(=O)Nc1nccs1)C1CCCCC1	-2	1	0.91	-2	9	3	-2	-2	0.0
CSCCC(NC(=O)c1ccccc1)C(=O)NC1CCCC1 (configuration not stated)	-11	0.94	0.97	2	3	3	6	0	-1.3
Cc1cc(C(=O)Nc2ccc3c(c2)OCO3)cs1	-6	1.1	0.99	-1	0	-5	-6	1	-1.3
O=C(Nc1ccccc1Cl)c1ccccc1	0	1.1	1	1	-5	-3	-9	2	0.9
NC(=O)CC(NC(=O)Cc1ccc(Cl)cc1)c1ccc(NC2CCCCCC2)c([N+](=O)[O-])c1 (configuration not stated)	-6	0.91	1	1	-1	-8	9	2	0.8
ClC(Cl)(Cl)c1nc(N/N=C/c2ccncc2)c2ccccc2n1	1	0.89	1	0	-2	0	11	0	-1.3
Cc1cc(C)nc(N/N=C2/CCSc3ccc(F)cc32)n1	1	1.1	0.97	-7	3	-1	-5	4	-2.9
COc1ccc(N2CCN(C(CNC(=O)C(=O)NCC3CCCO3)c3ccco3)CC2)cc1 (configuration not stated)	-10	0.97	1	0	-5	-1	3	1	29
Cc1ccc(OC(C)C(=O)Nc2ccc3c(c2)n(C)c(=O)n3C)cc1C (configuration not stated)	1	1	0.81	-8	19	7.8*	-2	2	0.2
CN(Cc1ccccc1F)c1nc(-c2cccnc2)nc2ccccc12	15	0.92	1	-4	0	0	8	6	0.5
Cc1ccc(Cl)cc1NC(=O)N[C@@H](CC(C)C)C(=O)O	-5	0.94	0.87	-4	13	-1	6	-1	0.3
O=C1CN(C(=O)c2cccc(F)c2)C(c2ccc(F)cc2)c2cc(F)ccc2N1 (configuration not stated)	3	0.94	0.99	-3	1	0	6	-2	0.1
O=C(Nc1ccccc1Cl)c1cccc(NC(=O)C2CCCC2)c1	4	1	0.91	-6	9	0	-5	2	0.0
Cc1ccc2[nH]cc(C(=O)CN3CCN(c4ccccn4)CC3)c2c1	4	1.1	1.2	-2	-25	-3	-8	0	0.1
COc1ccc(C2C(C#N)=C(C)NC3=C2C(=O)c2ccccc23)cc1 (configuration not stated)	12	1	0.92	5	8	-3	-3	4	0.7
NC(=O)CSc1nc2ccccc2c(=O)n1CCc1ccccc1	1	1	1	-7	-1	-2	-4	-1	0.2
COc1ccc2nc(Sc3c([N+](=O)[O-])nc(C)n3Cc3ccccc3)[nH]c2c1	-9	0.92	1.1	-4	-8	1	8	2	.
CCOC(=O)C1CCCN(C2=C(NS(=O)(=O)c3ccc(Br)cc3)C(=O)c3ccccc3C2=O)C1 (configuration not stated)	-2	1.1	0.82	-1	18	-7	-5	0	-0.5
COc1ccc(Nc2nc(C)cc(C)c2C#N)cc1OC	0	0.77	0.86	-7	14	-1	23	-5	0.0
COc1ccccc1OCCN(C#N)c1nc(N(C)C)nc(N(C)C)n1	-6	1.1	1.1	-9	-15	3	-7	-1	-1.5
COCCN1Cc2cccc(C(=O)N3CCN(c4ccccc4)CC3)c2C1=O	-3	0.93	0.82	-7	18	0	7	-2	-1.8
COc1ccc(Cl)cc1C(=O)Nn1cnc2ccccc2c1=O	2	1	0.98	-8	2	-1	0	-2	-0.8
O=C(COc1cc2oc(=O)cc(-c3ccccc3)c2cc1Cl)NCCN1CCOCC1	-2	0.93	1.2	-9	-18	5	7	-5	-0.9
COc1ccc(S(=O)(=O)N2CCCC(C(=O)NC3CC3)C2)cc1Cl (configuration not stated)	-2	0.97	0.97	-8	3	0	3	-2	-2.2
O=c1[nH]c(CCC2CCCC2)nc2ccccc12	1	0.9	0.98	-3	2	0	10	3	10
COc1ccccc1CNC(=O)COC(=O)c1ccc(-n2cnnn2)cc1	-3	0.96	1.1	-1	-13	-3	4	2	-0.7
CCCn1c2ccccc2c2nnc(SCC(=O)OC)nc21	-4	1	0.96	2	4	0	0	0	-0.5
O=C(OCC#CCSc1nnc(-c2ccc([N+](=O)[O-])cc2)o1)c1cccs1	-12	0.94	0.91	-4	9	-2	6	-3	-2.0
NC(=O)COC(=O)c1cccc(S(=O)(=O)N2CCN(c3ccccc3)CC2)c1	-5	1	0.96	-7	4	-1	-2	4	-2.9
CC(NC(=O)C1c2ccccc2Oc2ccccc21)C1CCCO1 (configuration not stated)	4	1	0.99	-12	1	0	-2	-2	0.9
CCOc1ccccc1NC(=O)C(Sc1nnnn1C)c1ccccc1 (configuration not stated)	0	0.99	1.1	-9	-5	-1	1	-2	0.5
CN1CCN(C(=O)c2cc(Oc3c(F)c(F)c(F)c(F)c3F)cc(C(=O)N3CCN(C)CC3)c2)CC1	-7	0.97	1.2	-7	-22	0	3	-5	0.4
Cc1c(O)c2c(=O)n(-c3ccccc3)c(-c3ccccc3)cc2oc1=O	-3	0.98	1	-7	-2	0	2	0	-0.2
CCOC(=O)C1=C(COc2ccccc2)NC(=O)NC1c1cccc([N+](=O)[O-])c1 (configuration not stated)	-13	0.98	0.89	-5	11	-5	2	-1	-0.8
O=C(CSc1ccccc1)Nc1cc(S(=O)(=O)N2CCOCC2)ccc1N1CCOCC1	-6	0.98	0.91	-16	9	-2	2	-4	2.2
Cc1c(Cl)cccc1NC(=S)N/N=C/c1ccccc1Cl	-5	0.9	1.1	-1	-8	0	10	-1	.
CCOC(=O)Oc1ccc2oc(C)c(C(=O)OCCOC)c2c1	1	0.94	0.97	-7	3	-2	6	0	1.4
